AHR act: human AHR activation | P35869 | AHR-responsive luciferase reporter cells, luminescence | activation, % at 5 µM | 320,000 tested, 2.5% active | AID 2796; in the data active = activation above about 47%;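 also: 0% = vehicle wells and 100% = reference agonist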
PP5 inh: PP5 (human) phosphatase inhibition | P53041 | purified PP5c, OMFP substrate fluorescence | inhibition, % at 6.7 µM | 320,000 tested, 0.18% active;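 active = inhibition above the campaign's mean inhibition across all tested compounds plus 3 SD, cut at about 9.5% in these data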;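 also: 0% = DMSO only and 100% = 100 µM cantharidin control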
Target sequence (P53041 whole entry, looked up): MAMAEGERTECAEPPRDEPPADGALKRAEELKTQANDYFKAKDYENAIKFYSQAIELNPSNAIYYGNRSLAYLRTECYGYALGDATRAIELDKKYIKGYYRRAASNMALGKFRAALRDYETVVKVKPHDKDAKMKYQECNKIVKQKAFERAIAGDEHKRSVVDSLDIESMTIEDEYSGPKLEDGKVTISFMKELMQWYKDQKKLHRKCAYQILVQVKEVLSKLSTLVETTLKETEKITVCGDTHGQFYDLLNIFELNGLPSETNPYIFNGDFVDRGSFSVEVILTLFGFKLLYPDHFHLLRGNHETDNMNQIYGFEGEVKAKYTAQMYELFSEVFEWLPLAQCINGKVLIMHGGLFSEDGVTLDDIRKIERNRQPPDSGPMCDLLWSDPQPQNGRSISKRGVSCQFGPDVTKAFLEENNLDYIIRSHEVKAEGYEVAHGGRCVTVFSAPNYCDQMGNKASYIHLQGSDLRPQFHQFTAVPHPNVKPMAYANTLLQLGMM
PAFAH2 inh: PAFAH2 (human) inhibition | recombinant PAFAH2, FP-rhodamine activity probe, fluorescence polarization | inhibition, % at 3.39 µM | 340,000 tested, 0.99% active | Q99487 | AID 492956;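 active = inhibition above the mean over all tested compounds plus 3 SD, cut at about 30% in these data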;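 also: inhibitors block probe labeling of enzyme so polarization drops; 0% = enzyme with DMSO and 100% = wells lacking PAFAH2 protein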
procasp3 activ: procaspase-3 (human) activation; AID 463141; 330,000 tested, 0.11% active; activation, % at 8.5 µM; P42574; recombinant procaspase-3 D3A, Ac-DEVD-pNA absorbance 405 nm;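 active = activation above the mean of all tested compounds plus 3 SD, cut at about 21% in these data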;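 also: 0% = DMSO alone and 100% = DMSO wells spiked with extra 5 µM PC-3 D3A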
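Test system: Procaspase-3 D3A mutant, all three cleavage aspartates alanine | Dosing: Single dose, 8.5 µM nominal compound, 0.8% DMSO | Schedule: 1 h preincubation, 2 h reaction | Technique: 405 nm absorbance of p-nitroaniline, reads at 0 and 120 min | Repeats: One well per compound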
procasp7 counter: counter-screen: procaspase-7 (human) activation; 330,000 tested, 0.093% active; recombinant procaspase-7, Ac-DEVD-pNA absorbance 405 nm; D23A/D198A/D206A triple mutant, cannot self-cleave; scale: DMSO 0, 5 µM enzyme 100; P55210; AID 463210; activation, % at 8.5 µM;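 active = percent activation above the screen-wide mean plus 3 SD, cut at about 25% in these data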
Target sequence (P55210 whole entry D23A/D198A/D206A): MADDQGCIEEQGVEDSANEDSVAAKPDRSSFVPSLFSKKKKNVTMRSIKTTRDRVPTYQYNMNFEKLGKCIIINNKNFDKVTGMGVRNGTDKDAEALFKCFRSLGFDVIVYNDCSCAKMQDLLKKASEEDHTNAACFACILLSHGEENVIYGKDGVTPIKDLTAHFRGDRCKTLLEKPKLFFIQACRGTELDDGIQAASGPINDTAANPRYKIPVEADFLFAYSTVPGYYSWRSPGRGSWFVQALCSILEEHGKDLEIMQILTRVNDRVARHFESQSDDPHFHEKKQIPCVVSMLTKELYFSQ
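Assay system: Uncleavable procaspase-7 mutant enzyme / Input: 2 µM procaspase-7 mutant as dispensed / Dosing: single nominal 8.5 µM compound dose, 0.8% DMSO final / Timing: 1 h enzyme–compound preincubation and 2 h substrate reaction, both 25 °C / Detection: p-Nitroaniline absorbance at 405 nm, read at 0 and 120 min / Replication: singlicate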
TPT1 inh: C. albicans TPT1 enzyme inhibition; 300,000 tested, 0.81% active; inhibition, % at 5 µM; recombinant caTPT1, FP RNA substrate dephosphorylation;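 active = inhibition above the mean of all tested compounds plus 3 SD, set per screening campaign, cut at about 24% in these data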;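 also: plate controls were DMSO alone for no effect and ferristatin control at 100 nM for full effect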
Fh CTSL1 inh: counter-screen for PFM18AAP inhibitors: inhibitors of F. hepatica cathepsin L1 | AID 1906 | inhibition, % at 5.96 µM | 300,000 tested, 0.49% active | recombinant F. hepatica cathepsin L1, Z-Leu-Arg-MCA fluorescence;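 active = inhibition above the mean of all tested compounds plus 3 SD, set per screening campaign, cut at about 17% in these data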;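 also: 0% = plate median of test compound wells and 100% = 1 µM Z-Phe-Ala-diazomethylketone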
PP1 counter: PP1-alpha (human) inhibition in PP5 counter-screen; AID 2235; inhibition, % at 6.7 µM; purified PP1alpha, OMFP fluorescence; 320,000 tested, 0.9% active;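 active = inhibition above the mean inhibition of all tested compounds plus 3 SD, computed separately for each screening campaign, cut at about 15% in these data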
core dimer inh: blocks dimerization of HCV core protein | AID 1899 | 300,000 tested, 0.33% active | TR-FRET GST/Flag-core106 dimerization, 1536-well | inhibition, % at 5 µM;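 active = inhibition above the mean of all tested compounds plus 3 SD, set per screening campaign, cut at about 45% in these data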
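Assay system: Tagged HCV core106 pair (GST and Flag) | Buffer or medium: KF-containing HEPES buffer, pH 7.45, DTT, CHAPS, BSA | Also added: Eu donor and XL665 acceptor anti-tag antibodies | Dosing: One concentration, 5 µM, in 0.5% DMSO | Timing: 4 h at 22.5 °C | Technique: TR-FRET 671 and 617 nm emission | Repeats: Singlicate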
An asterisk follows results filed as active.

COc1ccccc1[C@@H]1C(c2ccc(F)cc2)=NN(c2ccccc2)[C@H]1C(=O)N1CCOC1=O was read as AHR act -1, PP5 inh -0.6, PAFAH2 inh 0, procasp3 activ 21, procasp7 counter 16, TPT1 inh -4, Fh CTSL1 inh 0, PP1 counter 3 and core dimer inh 9.
`CC1(C)CC(=O)C(C(=O)/C=C/NCCc2ccccc2)C(=O)C1` gave AHR act 3, PP5 inh 1.7, PAFAH2 inh -4, procasp3 activ -8, procasp7 counter 5, TPT1 inh -4, Fh CTSL1 inh 2, PP1 counter 2 and core dimer inh 9.
For Cc1cc(C)nc(SCc2nnc(SCc3ccccc3Cl)o2)n1 the results were AHR act 27, PP5 inh 3.1, PAFAH2 inh -3, procasp3 activ -5, procasp7 counter 7, TPT1 inh 3, Fh CTSL1 inh 1, PP1 counter 3 and core dimer inh 5.
`O=C1N(Cc2cccc(Cl)c2)C[C@@H]2C[C@@H](c3ccsc3)N3CCC[C@@]123` gave AHR act 2, PP5 inh 1.3, PAFAH2 inh 13, procasp3 activ -1, procasp7 counter -9, TPT1 inh 6, Fh CTSL1 inh 3, PP1 counter 0 and core dimer inh 6.
`Cc1nc2ccccc2c(=O)n1NS(C)(=O)=O` gave AHR act -3, PP5 inh 3.0, PAFAH2 inh 0, procasp3 activ -1, procasp7 counter 6, TPT1 inh -3, Fh CTSL1 inh -1, PP1 counter -1 and core dimer inh -8.
Screening Cc1ccc(-c2cc(-c3cccc(F)c3)n[nH]2)c(O)c1 returned AHR act 126*, PP5 inh 5.7, PAFAH2 inh -2, procasp3 activ -4, procasp7 counter 12, TPT1 inh 0, Fh CTSL1 inh 0, PP1 counter -1 and core dimer inh 3.
COCCOC(=O)C(C#N)c1nc2ccccc2nc1N1CCCC1 (stereo unspecified) was read as AHR act 7, PP5 inh -0.6, PAFAH2 inh 3, procasp3 activ -6, procasp7 counter 0, TPT1 inh -6, Fh CTSL1 inh 1, PP1 counter 0 and core dimer inh -8.
CCCCNC(=S)Nc1ccc(C(F)(F)F)cc1 was read as AHR act 17, PP5 inh 2.7, PAFAH2 inh 4, procasp3 activ 2, procasp7 counter 1, TPT1 inh -1, Fh CTSL1 inh -5, PP1 counter 2 and core dimer inh 2.
CCOC(=O)C1CCN(C(=O)CN2C(=O)c3cccnc3Oc3ccccc32)CC1 was read as AHR act 1, PP5 inh 2.4, PAFAH2 inh 4, procasp3 activ 3, procasp7 counter -4, TPT1 inh 2, Fh CTSL1 inh 0, PP1 counter 5 and core dimer inh 1.
For CCC(=O)Nc1ccc(C(=O)CSc2nnc(-c3ccc(NS(=O)(=O)CC)cc3)o2)cc1OC the results were AHR act 1, PP5 inh 0.3, PAFAH2 inh -5, procasp3 activ -3, procasp7 counter 5, TPT1 inh -1, Fh CTSL1 inh -4, PP1 counter 17* and core dimer inh 7.
Screening S=C(NC1CCCCC1)N1CCN(C/C=C/c2ccccc2)CC1 returned AHR act 0, PP5 inh -0.3, PAFAH2 inh 2, procasp3 activ -1, procasp7 counter 5, TPT1 inh -3, Fh CTSL1 inh -3, PP1 counter -3 and core dimer inh -2.
Cc1nc2ccc(NC(=O)c3cc(S(=O)(=O)N(C)c4ccccc4)ccc3Cl)cc2s1 was read as AHR act 1, PP5 inh 4.1, PAFAH2 inh -18, procasp3 activ -8, procasp7 counter 9, TPT1 inh 16, Fh CTSL1 inh 2, PP1 counter 6 and core dimer inh 7.
OCC[C@@H]1C[C@@H](O)[C@H](O)[C@@]2(CCc3ccccc3O2)O1 was read as AHR act 1, PP5 inh 1.6, PAFAH2 inh -4, procasp3 activ 2, procasp7 counter -7, TPT1 inh 2, Fh CTSL1 inh -2, PP1 counter 2 and core dimer inh 2.
For Cc1ccc(NC(=O)C2CCCN(c3ncccn3)C2)cc1F (stereo unspecified) the results were AHR act 17, PP5 inh -0.1, PAFAH2 inh -7, procasp3 activ -3, procasp7 counter 8, TPT1 inh -5, Fh CTSL1 inh -4, PP1 counter -2 and core dimer inh 7.
Screening O=C(COC(=O)c1c[nH]c2ccccc12)NC1CCCCC1 returned AHR act 21, PP5 inh 2.0, PAFAH2 inh 83*, procasp3 activ -3, procasp7 counter 3 and PP1 counter 0.
Screening CCN1CCN(S(=O)(=O)c2ccc(Br)s2)CC1 returned AHR act 0, PP5 inh 4.2, PAFAH2 inh -5, procasp3 activ -3, procasp7 counter -7, TPT1 inh -4, Fh CTSL1 inh -4, PP1 counter 3 and core dimer inh 3.
`CCOc1ccc(NC(=O)C(Cc2ccccc2)N2C(=O)c3cccc4cccc(c34)C2=O)cc1` (stereo unspecified) gave AHR act 16, PP5 inh 2.3, procasp3 activ 1, procasp7 counter -8, TPT1 inh -6, Fh CTSL1 inh -1, PP1 counter 2 and core dimer inh 20.
Screening COc1ccc2ncc(OC(C)=O)cc2c1 returned AHR act 3, PP5 inh 0.1, PAFAH2 inh -4, procasp3 activ -4, procasp7 counter -3, TPT1 inh 3, Fh CTSL1 inh -14, PP1 counter 0 and core dimer inh -7.
Screening Cc1ccc(C(=O)c2ccccc2C(=O)OCC(=O)NC(C)(C)C)cc1 returned AHR act -3, PP5 inh 0.7, PAFAH2 inh 62*, procasp3 activ 5, procasp7 counter 1, TPT1 inh -1, Fh CTSL1 inh 1, PP1 counter 0 and core dimer inh 3.
`CCc1nnc(NC(=O)c2cccc(S(=O)(=O)N3CCc4ccccc43)c2)s1` gave AHR act 2, PP5 inh 1.3, PAFAH2 inh 5, procasp3 activ -2, procasp7 counter 3, TPT1 inh -4, Fh CTSL1 inh 11, PP1 counter -3 and core dimer inh 11.
Screening COc1cccc(NC(=O)C2CCN(S(=O)(=O)c3ccc4c(c3)OCCO4)CC2)c1 returned AHR act 0, PP5 inh 2.7, PAFAH2 inh -15, procasp3 activ 1, procasp7 counter 5, TPT1 inh -1, Fh CTSL1 inh -4, PP1 counter 0 and core dimer inh -2.
Cc1ccccc1C(=O)N1CCC(C(N)=O)CC1 was read as AHR act -1, PP5 inh -1.6, PAFAH2 inh -4, procasp3 activ -4, procasp7 counter 2, TPT1 inh -2, Fh CTSL1 inh -2, PP1 counter -2 and core dimer inh -3.
Cc1ccc2cc(C(c3nnnn3C3CCCC3)N(Cc3ccccc3)Cc3ccco3)c(=O)[nH]c2c1 (stereo unspecified) was read as AHR act 1, PP5 inh 1.5, PAFAH2 inh 9, procasp3 activ 8, procasp7 counter 0, TPT1 inh 1, Fh CTSL1 inh 0, PP1 counter -3 and core dimer inh 17.
COc1cc(C2C(C(C)=O)=C(O)C(=O)N2CCN2CCOCC2)ccc1O (stereo unspecified) was read as AHR act 1, PP5 inh -0.7, PAFAH2 inh -4, procasp3 activ -3, procasp7 counter 5, TPT1 inh -2, Fh CTSL1 inh -2, PP1 counter -6 and core dimer inh -4.
`CCOC(=O)NNC(=O)NCCCCCCNC(=O)NNC(=O)OCC` gave AHR act 0, PP5 inh 0.7, PAFAH2 inh 10, procasp3 activ 1, procasp7 counter 8, TPT1 inh -2, Fh CTSL1 inh -3, PP1 counter -4 and core dimer inh 2.
For Cc1ccccc1C(=O)N/N=C1/SCC(=O)N1Cc1ccc2c(c1)OCO2 the results were AHR act 20, PP5 inh 0.9, PAFAH2 inh -8, procasp3 activ 0, procasp7 counter 1, TPT1 inh 2, Fh CTSL1 inh -3, PP1 counter -4 and core dimer inh 4.
For COC(=O)c1cc(N=CC2=C(O)CC(C)(C)CC2=O)cc(C(=O)OC)c1 the results were AHR act 0, PP5 inh -3.8, PAFAH2 inh 8, procasp3 activ -1, procasp7 counter -11, TPT1 inh 0, Fh CTSL1 inh 0, PP1 counter -4 and core dimer inh 12.
`O=C(O)c1cccc(N2C(=O)c3cccnc3C2=O)c1` gave AHR act 1, PP5 inh 3.9, PAFAH2 inh -8, procasp3 activ 6, procasp7 counter 4, TPT1 inh -1, Fh CTSL1 inh -2, PP1 counter -2 and core dimer inh -3.
Cc1ccc(S(=O)(=O)NCCC(=O)N2CCCCCC2)cc1 was read as AHR act -2, PP5 inh -0.2, PAFAH2 inh 7, procasp3 activ 3, procasp7 counter -4, TPT1 inh 0, Fh CTSL1 inh -7, PP1 counter -6 and core dimer inh -5.
CC(=O)Cn1cnc2c(cnn2-c2ccccc2)c1=O was read as AHR act 0, PP5 inh -0.8, PAFAH2 inh -1, procasp3 activ 7, procasp7 counter 2, TPT1 inh 2, Fh CTSL1 inh 1, PP1 counter -4 and core dimer inh 12.
For Cc1ccc(NCCC(=O)c2ccc(Br)cc2)cc1 the results were AHR act -3, PP5 inh 2.0, PAFAH2 inh 1, procasp3 activ 0, procasp7 counter 4, TPT1 inh 0, Fh CTSL1 inh 3, PP1 counter 3 and core dimer inh 5.
Screening CCCC1=[N+](CC(=O)c2ccccc2)CCn2cccc21 returned AHR act 23, PP5 inh -0.5, PAFAH2 inh 7, procasp3 activ 6, procasp7 counter 4, TPT1 inh 86*, Fh CTSL1 inh -2, PP1 counter 7 and core dimer inh 2.
COc1ccc(S(=O)(=O)N2CCC(C(=O)Nc3nnc(CCN4CCCCC4)s3)CC2)cc1 was read as AHR act -1, PP5 inh -0.8, PAFAH2 inh 2, procasp3 activ -4, procasp7 counter 7, TPT1 inh -1, Fh CTSL1 inh 4, PP1 counter 1 and core dimer inh -3.

An excerpt taken from the entries so far, for reference:
Cc1ccc(S(=O)(=O)NCCC(=O)N2CCCCCC2)cc1 was read as AHR act -2, PP5 inh -0.2, PAFAH2 inh 7, procasp3 activ 3, procasp7 counter -4, TPT1 inh 0, Fh CTSL1 inh -7, PP1 counter -6 and core dimer inh -5.
CC(=O)Cn1cnc2c(cnn2-c2ccccc2)c1=O was read as AHR act 0, PP5 inh -0.8, PAFAH2 inh -1, procasp3 activ 7, procasp7 counter 2, TPT1 inh 2, Fh CTSL1 inh 1, PP1 counter -4 and core dimer inh 12.
For Cc1ccc(NCCC(=O)c2ccc(Br)cc2)cc1 the results were AHR act -3, PP5 inh 2.0, PAFAH2 inh 1, procasp3 activ 0, procasp7 counter 4, TPT1 inh 0, Fh CTSL1 inh 3, PP1 counter 3 and core dimer inh 5.
Screening CCCC1=[N+](CC(=O)c2ccccc2)CCn2cccc21 returned AHR act 23, PP5 inh -0.5, PAFAH2 inh 7, procasp3 activ 6, procasp7 counter 4, TPT1 inh 86*, Fh CTSL1 inh -2, PP1 counter 7 and core dimer inh 2.
COc1ccc(S(=O)(=O)N2CCC(C(=O)Nc3nnc(CCN4CCCCC4)s3)CC2)cc1 was read as AHR act -1, PP5 inh -0.8, PAFAH2 inh 2, procasp3 activ -4, procasp7 counter 7, TPT1 inh -1, Fh CTSL1 inh 4, PP1 counter 1 and core dimer inh -3.

Compound activity deposited in PubChem by The Scripps Research Institute Molecular Screening Center.
